Screens: PubChem BioAssay, several laboratories
RmlCD inh mix – inhibitors of RmlC and RmlD coupled enzymes. RmlC/RmlD coupled enzyme inhibition, 384-well mixture HTS. inhibition, % at 5.5 µM. 110,000 compounds, 0.39% hits; in the data active = inhibition above about 30%, passing the limit was not always enough; inconclusive = no clear call, values can overlap the other calls; also: strong numbers were not always called active
HIV RNase H inh – blocks HIV-1 RNase H cleavage of RNA/DNA duplex; RT-RNase H RNA/DNA duplex cleavage, fluorescence; P04585; 65,000 compounds, 1.9% hits; inhibition, % at 10 µM; in the data active = inhibition above about 50%
Starred values were filed as active, the others as inactive; ? = inconclusive; . = no result given.

SMILES | RmlCD inh mix | HIV RNase H inh
COc1cc(NC2c3ccccc3C(=O)N2c2cc(C)ccn2)cc(OC)c1OC (centres undefined) | 12 | .
CCn1c(=O)c(=O)n(CC)c2cc(S(=O)(=O)N3CCc4ccccc43)ccc21 | -10 | .
Clc1ccc(C2CC(c3ccco3)n3ncnc3N2)cc1Cl (centres undefined) | 3 | .
CC(C)C[C@H]1C(=O)N2CCC[C@H]2[C@]2(O)O[C@](NC(=O)[C@@H]3C=C4c5cccc6[nH]c(Br)c(c56)CC4N(C)C3)(C(C)C)C(=O)N12 (some centres undefined) | 17 | 39
CN(C)S(=O)(=O)c1ccc(NC(=O)N2CCN(c3ccccc3Cl)CC2)cc1 | 0 | .
CCCn1c(N2CCOCC2)nc2c1c(=O)[nH]c(=O)n2C | 6 | .
O=C(Cc1cccs1)Nc1cccc(C(=O)Nc2ccco2)c1 | 1 | 1
FC(F)(F)c1cc(-c2cccs2)nc(N2CCOCC2)n1 | -8 | 3
O=C(CSc1oc(-c2ccc(F)cc2)nc1S(=O)(=O)c1ccc(F)cc1)NCC1CCCO1 (centres undefined) | 115 | .
Cc1nc(OCC(=O)c2ccc(Cl)cc2)c(C#N)c2c1COC(C)(C)C2 | 4 | .
CS(=O)(=O)Nc1cccc2cccnc12 | -34 | -12
CN1C(=O)/C(=C/c2cn(CC(=O)N3CCCCC3)c3ccccc23)c2ccccc21 | 11 | .
O=C1c2ccccc2C(=O)N1OCCOCCOCCON1C(=O)c2ccccc2C1=O | 7 | 1
CCOC(=O)c1cnc(-n2cc(C)cn2)nc1Nc1ccccc1OCC | 4 | -7
CN(C)CCCOc1ccc(C(C)(C)c2ccccc2)cc1 | 9 | .
CCc1ccccc1NC(=O)c1cc2sccc2n1C | -8 | -9
CCOC(=O)c1sc(NC(=O)CSc2nnc3c4ccccc4n(CC)c3n2)nc1C | . | 74*
CCc1cc(C(=O)NNC(=S)NCC2CCCO2)cs1 (centres undefined) | -12 | .
CCOC(=O)c1ccc(S(=O)(=O)N2CCNCC2)cc1 | -14 | .
Cc1onc(C(=O)N2CCN(Cc3ccccc3)CC2)c1[N+](=O)[O-] | 4 | .
N#C/C(C(=O)Oc1ccccc1)=C1\C=CC=CN1 | -11 | -4
COc1ccc(/C=N\NC(=O)c2sc(N)nc2C)cc1OC | 12 | .
CC1CCc2nc(N)c(C#N)c(-c3cccn3C)c2C1 (centres undefined) | -20 | -15
O=C1C2ON(c3ccccc3)C(c3cccnc3)C2C(=O)N1c1ccccc1 (centres undefined) | 6 | 3
CC1=CC(c2ccc(Cl)cc2)n2nc(NS(=O)(=O)c3ccc(C)cc3)nc2N1 (centres undefined) | 22 | .
Later entries:
SMILES | RmlCD inh mix | HIV RNase H inh
CC(C)(C)c1cc(C(c2cccnc2)N2CCN(CCO)CC2)cc(C(C)(C)C)c1O (centres undefined) | 10 | 83*
CCCOC(=O)Nc1sc2c(c1C(=O)OCC)CCC2 | 8 | 8
O=C(CSc1nc(Cc2ccccc2)nc2ccccc12)c1ccc2c(c1)OCCO2 | -4 | .
COc1ccc(NC(=O)CN(C)S(=O)(=O)c2ccccc2)cc1OC | 7 | -11
O=S(=O)(NC1CC1)c1ccc(S(=O)(=O)N2CCc3ccccc32)cc1 | 0 | -6
Cc1ccccc1Cn1cnc2c(nnn2Cc2ccc(F)cc2)c1=O | -12 | -26
CCCNc1nc(C)c(C(C)=O)cc1C#N | -10 | .
Cc1ccc(OC(=O)CCc2c(C)nc3ncnn3c2C)cc1 | -10 | -2
c1ccc2c(c1)nc1n2CCS1 | -10 | -6
O=c1[nH]c(=O)n(-c2ccccc2Cl)c(O)c1C=NCCN1CCCCC1 | -14 | .
O=C(O)C1=C(C(=O)Nc2ccc(F)c(Cl)c2)CCCC1 | -12 | -15
c1csc(-c2cnc3n2CCCC3)c1 | -11 | -19
O=C(Oc1ccc([N+](=O)[O-])cc1)N1CCC(N2CCCCC2)CC1 | 2 | .
O=S(=O)(c1ccc2c(c1)OCCO2)N1CCC(n2cnc3cc(F)ccc32)CC1 | -7 | 2
COc1ccc(C2=CC(c3ccc(Cl)cc3)n3cnnc3N2)cc1OC (centres undefined) | 10 | 2
O=C1CCN(Cc2ccccc2)S(=O)(=O)c2ccccc21 | 3 | .
CCC(C)(C)NC(=O)C(c1cccnc1)N(CCOC)C(=O)Cn1nnc2ccccc21 (centres undefined) | -8 | 1
CCN1C(=O)N[C@@H](CCc2ccccc2)C(C(=O)OC)=C1C | 4 | .
CO[C@H]1[C@@H](OC)CC(OC2OC(CO)C(O)C(O)C2O)/C(=C\C#N)[C@@H]1O (some centres undefined) | -13 | .
COCCNC(=O)CC(NS(=O)(=O)c1ccc(C)cc1)c1ccco1 (centres undefined) | 0 | -4
O=C1c2c(O)cc(O)cc2O[C@H](c2ccc(O)c(O)c2)[C@@H]1O | -7 | .
COc1ccc(OC)c(NS(=O)(=O)c2ccc(NC(=O)C3COc4ccccc4O3)cc2)c1 (centres undefined) | 5 | 14
O=S(=O)(NC1CCCc2ccccc21)c1cnc[nH]1 (centres undefined) | -9 | -6
Cc1cc(=O)oc2ccc(OC(=O)c3cccc(S(=O)(=O)N4CCOCC4)c3)cc12 | -10 | -54
CCOC(=O)Nc1ccc2ncn(C)c(=O)c2c1 | -8 | -3

Overlap with the part before: six entries; new compounds follow.
SMILES | RmlCD inh mix | HIV RNase H inh
COCCNC(=O)CC(NS(=O)(=O)c1ccc(C)cc1)c1ccco1 (centres undefined) | 0 | -4
O=C1c2c(O)cc(O)cc2O[C@H](c2ccc(O)c(O)c2)[C@@H]1O | -7 | .
COc1ccc(OC)c(NS(=O)(=O)c2ccc(NC(=O)C3COc4ccccc4O3)cc2)c1 (centres undefined) | 5 | 14
O=S(=O)(NC1CCCc2ccccc21)c1cnc[nH]1 (centres undefined) | -9 | -6
Cc1cc(=O)oc2ccc(OC(=O)c3cccc(S(=O)(=O)N4CCOCC4)c3)cc12 | -10 | -54
CCOC(=O)Nc1ccc2ncn(C)c(=O)c2c1 | -8 | -3
CC12CCC(C(=O)N(CSC(=S)N/N=C\c3ccccc3Cl)C1=O)C2(C)C (centres undefined) | 9 | .
C=CCn1c2ccccc2c2nnc(SCc3ccc4nonc4c3)nc21 | 5 | -1
COc1cc(OC)c(C(=O)CCCN2CCCC2)c(OC)c1 | -11 | .
O=C(c1ccc(Cl)cc1)C1CCN(C(=O)N2CCOCC2)CC1 | -10 | -11
COc1ccc(/C=C2\SC(=NCc3ccccc3)N(Cc3ccccc3)C2=O)cc1OC | -14 | .
C=CCNC(=O)C1CC(=O)N(c2ccc(OCC(=O)Nc3ccc(OC)cc3)cc2)C1 (centres undefined) | 11 | 1
CCCCCOc1ccccc1C(=O)NCCC(=O)O | -43 | .
COc1ccc(C(=O)/C=C/c2cccs2)c(OC(=O)c2cccc([N+](=O)[O-])c2)c1 | 13 | .
O=C(c1cc2ccccc2oc1=O)N(Cc1cccs1)Cc1cccs1 | -4 | .
CCOc1ccccc1-c1nc(C(N)=O)c2[nH]c(=O)n(-c3ccc(F)cc3)c2n1 | 5 | -10
COc1ccc(-c2noc3c2-c2nc(-c4ccccc4C)sc2CC3)cc1 | -10 | .
CCOC(=O)c1sc(Nc2ccccc2)nc1C | -13 | .
O=C1CC(NCc2ccc3c(c2)OCO3)C(=O)N1Cc1ccc2c(c1)OCO2 (centres undefined) | 4 | -9
C=CCON1C(=O)c2ccccc2C1=O | -10 | .
Cc1cccn2cc(CNC(=O)c3ccco3)nc12 | -10 | -19
CCOC(=O)C1=C(C)N(CCO)C(=O)NC1c1ccccc1 (centres undefined) | 6 | -12
COc1ccc(C2C(C#N)=C(SCC(=O)Nc3ccc(C)cc3)NC3=C2C(=O)CC(C)(C)C3)cc1 (centres undefined) | -18 | .
COc1ccc(CN(C(=O)CSc2nnc(-c3c[nH]c4ccccc34)o2)c2ccc(F)cc2)cc1OC | -13 | .
COc1ccc(-c2cc(=O)c3ccccc3o2)cc1 | -11 | .
CCOc1ccc(NC(=O)c2cccc3c2C(=O)N(Cc2cccnc2)C3)cc1 | -15 | -11
O=S(=O)(N/N=C\c1ccc2c(c1)OCO2)c1ccc(Cl)cc1 | ? | .
Cc1ccc(OCC(=O)N/N=C/c2ccco2)cc1 | 11 | .
Cc1nn(-c2ccccc2)c2sc(C(=O)NNC(=O)COc3cccc4ccccc34)cc12 | 3 | .
COc1cc(C2C(C#N)=C(N)N(c3cccnc3)C3=C2C(=O)CCC3)ccc1O (centres undefined) | 4 | .
COc1ccc2c(c1)C(NC(C)=O)C(=O)N2C (centres undefined) | -8 | 0

Reformatted as labelled records: entries from further up
SMILES: COc1ccc(C(=O)/C=C/c2cccs2)c(OC(=O)c2cccc([N+](=O)[O-])c2)c1
  RmlCD inh mix = 13
  HIV RNase H inh = .
SMILES: CC12CCC(C(=O)N(CSC(=S)N/N=C\c3ccccc3Cl)C1=O)C2(C)C (centres undefined)
  RmlCD inh mix = 9
  HIV RNase H inh = .
SMILES: CCCCCOc1ccccc1C(=O)NCCC(=O)O
  RmlCD inh mix = -43
  HIV RNase H inh = .
SMILES: Cc1cccn2cc(CNC(=O)c3ccco3)nc12
  RmlCD inh mix = -10
  HIV RNase H inh = -19

Further results
SMILES | RmlCD inh mix | HIV RNase H inh
COc1ccc(CN(C(=S)Nc2ccccc2)C2CC(=O)N(c3ccc(F)cc3)C2=O)cc1 (centres undefined) | -7 | .
O=C(c1ccc([N+](=O)[O-])cc1)N(Cc1ccc(Cl)cc1)N1C(=O)CCCC1=O | 6 | .
CC(C)c1ccc(NC(=O)COC(=O)C2=COCCO2)cc1 | -6 | -5
CC(C(=O)O)c1n[nH]c(=O)c2ccccc12 (centres undefined) | 7 | .
CCOC(=O)c1c(N=CN(C)C)c(C#N)c2n1CCCC2 | 9 | .
CCOC(=O)c1cccc(NC(=O)CCS(=O)(=O)c2ccc(Br)s2)c1 | 8 | .
CCn1c(C(=O)NCc2ccccn2)cc2sccc21 | 10 | 1
Cc1cc(NC(=O)C2CCCC2)nc2c1c(=O)oc1ccccc12 | -130 | -1
CC(C)(C)c1ccc(-c2noc(CCC(N)=O)n2)cc1 | 6 | -7
Cc1cc(N2CCN(C3CCCC3)CC2)n2nc(C)c(-c3ccccc3)c2n1 | . | -10
CCOC(=O)CSc1ccc2nnc(-c3cccnc3)n2n1 | 4 | 19
COc1ccc(NC(=O)n2nc(OC(=O)c3cccs3)cc2N)cc1 | 2 | .
Cc1ccc(S(=O)(=O)N2CCCC2C(=O)Nc2ccc(O)cc2)cc1 (centres undefined) | -8 | -4
COc1cccc(C(=O)Nc2cccc(C(=O)N3CCOCC3)c2)c1 | 4 | -5
Cc1csc(NC(=O)C(Cc2ccccc2)n2cccc2)n1 (centres undefined) | 11 | -1
Cc1ccc(NC(=O)c2ccc(-n3cccn3)c([N+](=O)[O-])c2)cc1 | 13 | .
O=C(NCC1CCCO1)NC12CC3CC(CC(C3)C1)C2 (centres undefined) | -4 | -3
C=CCn1c(=N)c(C(=O)OCC)cc2c(=O)n3cc(C)ccc3nc21 | . | -10
O=C(OCc1cc(Cl)ccc1OC(F)F)c1cc(S(=O)(=O)O)ccc1O | -12 | -3
CCn1c(SCC(=O)Nc2nccs2)nnc1-c1ccc(S(=O)(=O)N2CCCCC2)cc1 | 7 | -9
CNNC(=O)C(C)NC(=O)c1ccc(Br)cc1 (centres undefined) | 8 | .
O=C(Nc1ccc(N2CCOCC2)cc1)c1cccc(S(=O)(=O)N2CCCC2)c1 | 14 | 1
C=CCN1C(=O)c2ccccc2Sc2ccc(C(=O)N3CCN(C)CC3)cc21 | . | 8
O=C(NCc1ccco1)c1ccc(CS(=O)(=O)Cc2ccc(Cl)cc2)o1 | 6 | -8
CN(C)C(=O)N1CCC(C(=O)NCc2cccs2)CC1 | -7 | 6
Later entries.
SMILES | RmlCD inh mix | HIV RNase H inh
COc1ccc(Br)cc1CNC(=O)CCc1nc(-c2ccc(C)cc2)no1 | 9 | 9
CCn1nnnc1SCC(=O)N1CCCc2ccccc21 | -10 | .
COc1ccccc1C(=O)NCC1CCN(c2ccc(S(=O)(=O)N3CCOCC3)cc2)CC1 | -60 | .
CC(C)n1c(SCC(=O)Nc2nc3c(s2)CCCC3)nc2c1c(=O)n(C)c(=O)n2C | -5 | .
CCOC(=O)C1CCCN(CCC(C)c2ccccc2)C1 (centres undefined) | -3 | -2
CCn1c(SCC(=O)N2CC(=O)Nc3ccccc32)nnc1-c1ccoc1C | . | -5
Cc1ccc(NC(=O)/C(=C/c2ccco2)c2ccccc2)c(C)c1 | -7 | .
CCn1nnnc1SCC(=O)Nc1ccc2c(c1)OCO2 | 7 | .
CCOC(=O)NC1CCS(=O)(=O)C1 (centres undefined) | -15 | -24
O=C(Nc1nc2ccccc2[nH]1)c1ccccc1 | -7 | .
COc1cc(CN2CCN(C(=O)CC(C)C)CC2)cc(OC)c1OC | 3 | -7
COc1ccc(NS(=O)(=O)c2ccc(NC(=O)C(C)(C(F)(F)F)C(F)(F)F)cc2)nn1 | 9 | 3

Compound profiles, from the list above. Screens in order: RmlCD inh mix | HIV RNase H inh
Cc1ccc(OCC(=O)N/N=C/c2ccco2)cc1 across the screens: 11 | .
COc1ccc(NC(=O)CN(C)S(=O)(=O)c2ccccc2)cc1OC across the screens: 7 | -11
O=C1C2ON(c3ccccc3)C(c3cccnc3)C2C(=O)N1c1ccccc1 (centres undefined) across the screens: 6 | 3

These rows are one share of the data (hit frequency here may not be typical).
